D1 antag = Antagonist of Human D 1 Dopamine Receptor: qHTS; D(1A) dopamine receptor (Homo sapiens), P21728; HEK293 TREx D1 cells, calcium flux, dopamine EC80; stronger effect = lower value; activity change, negative = inhibition, % at 10 µM; 3.2% of 360,000 active; AID 504652, 2011; in the data active = activity change below about -30%; note: % is set by controls: 0 for no effect and ±100 for the full control effect
Target sequence (P21728 whole entry, looked up): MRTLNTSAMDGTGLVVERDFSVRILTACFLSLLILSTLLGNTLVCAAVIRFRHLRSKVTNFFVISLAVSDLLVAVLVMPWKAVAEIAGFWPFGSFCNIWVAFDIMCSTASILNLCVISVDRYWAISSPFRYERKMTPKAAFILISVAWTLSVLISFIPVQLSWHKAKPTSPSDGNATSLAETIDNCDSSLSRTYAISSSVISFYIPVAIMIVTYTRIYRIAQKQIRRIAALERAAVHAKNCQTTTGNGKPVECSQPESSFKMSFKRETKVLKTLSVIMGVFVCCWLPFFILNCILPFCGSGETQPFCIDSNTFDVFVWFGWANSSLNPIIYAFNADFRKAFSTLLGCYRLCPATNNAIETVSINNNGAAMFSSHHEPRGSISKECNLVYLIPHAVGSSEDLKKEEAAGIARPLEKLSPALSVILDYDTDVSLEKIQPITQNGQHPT
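Tetracycline-induced HEK293 Trex D1 cells, force-coupled to calcium, dye-loaded; compounds added and read 180 s, then EC80 dopamine added and calcium flux tracked kinetically another 180 s.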
D2 ag = HTS Assay for Allosteric Agonists of the Human D2 Dopamine Receptor: Primary Screen for Agonists | activation, % at 2 µM | D(2) dopamine receptor (Homo sapiens), P14416 | 0.53% of 340,000 active | HEK293 T-REx D2 cells, calcium flux agonist mode | AID 485358, 2010;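 active = activation over 3 SD above normal in the single-dose calcium agonist read, cut at about 30% in these data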; note: 0% is about no effect
Target sequence (P14416 whole entry, looked up): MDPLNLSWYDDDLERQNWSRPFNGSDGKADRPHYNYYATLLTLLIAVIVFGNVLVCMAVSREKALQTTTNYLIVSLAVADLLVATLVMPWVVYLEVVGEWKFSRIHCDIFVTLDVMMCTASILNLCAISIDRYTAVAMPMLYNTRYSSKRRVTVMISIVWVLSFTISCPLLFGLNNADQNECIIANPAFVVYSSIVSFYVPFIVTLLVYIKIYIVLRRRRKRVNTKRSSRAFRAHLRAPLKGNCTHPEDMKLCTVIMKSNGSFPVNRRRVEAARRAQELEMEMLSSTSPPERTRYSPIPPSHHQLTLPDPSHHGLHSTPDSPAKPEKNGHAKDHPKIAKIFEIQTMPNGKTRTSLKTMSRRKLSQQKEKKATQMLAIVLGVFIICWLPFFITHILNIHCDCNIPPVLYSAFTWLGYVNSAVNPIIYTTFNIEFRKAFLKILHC
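Tetracycline-induced HEK293 Trex cells with D2 receptor force-coupled to calcium signaling, plated overnight at 30 C and loaded with no-wash calcium dye. Calcium flux read kinetically for 180 s after compound addition; responses flag agonists.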
D2 antagonist = HTS Assay for Allosteric Antagonists of the Human D2 Dopamine Receptor: Primary Screen for Antagonists. inhibition, % at 10 µM. D(2) dopamine receptor (Homo sapiens), P14416. 2% of 340,000 active. AID 485344, 2010. HEK293 TREx D2 cells, calcium flux, dopamine EC80; in the data active = inhibition above about 30%; note: 0% is about no effect
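Compounds are added to dye-loaded, induced HEK293 T-REx cells coupled to calcium release via D2; after a 3 min kinetic read an EC80 dopamine stimulus is given and fluorescence is recorded for 3 more min.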
D2 potentiator = HTS Assay for Positive Allosteric Modulators of the Human D2 Dopamine Receptor: Primary Screen for Potentiators. D(2) dopamine receptor (Homo sapiens), P14416. HEK293 T-REx D2, calcium flux, EC20 dopamine potentiation. potentiation, % at 10 µM. 0.34% of 340,000 active;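 active = potentiation over 3 SD above the plate norm, cut at about 30% in these data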; note: 0% is about no effect
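Tetracycline-induced Hek293 Trex D2 cells, force-coupled to calcium, loaded with no-wash calcium dye. Compound added with 180 s kinetic read for agonism, then EC20 dopamine and a further 180 s read for potentiation.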
D1 PAM = Potentiators of Human D1 Dopamine Receptor: qHTS. HEK293 TREx D1 cells, calcium flux, dopamine EC20 potentiation. potentiation, % at 10 µM. 0.036% of 360,000 active. AID 504651, 2011; in the data active = potentiation above about 30%; note: 0% is about no effect
TRHR enhancer = qHTS for Small Molecule Agonists and Allosteric Enhancers of Human TRH Receptor: Primary Screen for Enhancers; Thyrotropin-releasing hormone receptor (Homo sapiens), P34981; TRHR cells, fluo-8 calcium fluorescence, EC20 TRH enhancement; enhancement, % at 2 µM; 0.66% of 360,000 active; in the data active = enhancement above about 30%; note: 0% is about no effect
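TRHR-expressing cells loaded with fluo-8 calcium dye were read kinetically (ex 480/em 530) during compound addition, then stimulated with an EC20 of TRH (10 nM final). Enhancement of the Gq-mediated intracellular calcium response was scored.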
RXFP1 antagonist = qHTS Assay for Antagonists of the Relaxin Receptor RXFP1 | activity change, negative = inhibition, % at 57.5 µM | Relaxin receptor 1 (Homo sapiens), Q9HBX9 | 0.59% of 350,000 active | AID 1259400, 2018 | HEK293-RXFP1, relaxin-stimulated cAMP HTRF, 30 min; stronger effect = lower value;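 active = activity change of -60% or lower, but not beyond a set lower limit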; note: % is set by controls: 0 for no effect and ±100 for the full control effect
TRHR agonist = qHTS for Small Molecule Agonists and Allosteric Enhancers of Human TRH Receptor: Primary Screen for Agonists | activation, % at 2 µM | TRHR cells, calcium flux fluo-8, FDSS agonist mode | 0.18% of 360,000 active | AID 493084, 2011; note: 0% is about no effect
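TRHR-expressing cells loaded with fluo-8 calcium dye; 23 nL library compound pin-transferred, kinetic FDSS fluorescence (Ex 480/Em 530) recorded about 180 s for agonist-induced calcium release, before a 10 nM TRH EC20 addition for potentiator mode.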
D1 ag = Allosteric Agonists of the Human D1 Dopamine Receptor: qHTS; HEK293 T-REx D1 cells, calcium flux, agonist mode; activation, % at 2 µM; 1% of 360,000 active; note: 0% is about no effect
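Inducible HEK293 T-REx D1 cells, force-coupled to calcium signalling, were plated at 4000 cells/well with tetracycline and held overnight at 30 C. After no-wash calcium dye loading, compound-evoked calcium rise over 180 s flagged agonists.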
Starred values were filed as active, the others as inactive; . = not tested or not shown; & = joins results of further samples. Cut-off read from the data, not from the text of the source, unless noted: active = activation above about 30%; inactive = the rest. Not all compounds are listed (hit frequency here may not be typical).

SMILES	D1 antag	D2 ag	D2 antagonist	D2 potentiator	D1 PAM	TRHR enhancer	RXFP1 antagonist	TRHR agonist	D1 ag
COc1ccccc1OCC(=O)N1CCCC(N2CCN(c3ccc(F)cc3)CC2)C1 (stereo unspecified)	-5	-0.2	5	-8	-15	-7	-9	-0.9	6
O=c1[nH]c(=O)n(Cc2ccccc2Cl)c(O)c1C=Nc1ccc(F)cc1	7	0.2	13	0	1	0	22	-0.1	4
COc1cc(/C=C2\C(=O)NC(=O)N(c3ccccc3)C2=O)cc(OC)c1O	-4	-0.2	17	-8	-7	-3	6	0.7	1
O=C(c1ccc(Cl)cc1)N1CCC2(CC1)OCCO2	-24	.	8	.	1	-5	-1	0.0	-3
Cc1ccccc1N1C(=O)NC(=O)/C(=C/c2ccc(N3CCOCC3)o2)C1=O	-1	2.5	-12	-3	-1	-5	-23	8.4	14
CCN(CC)C(=O)c1ccc(NC(=O)COc2ccc(-c3nn(C)c(=O)c4ccccc34)cc2)cc1	3&-11	-2.2&0.3	-25	28&7	-2&-5	-3&4	-9	-1.2&1.3	2&9
COc1ccc(CCNCc2ccc(SC)cc2)cc1	6	-0.1	-14	-11	-2	7	-17	0.4	11
CCCCn1c(C)c(C(=O)O)c2cc(OC)c3ccccc3c21	15	-1.7	-2	-12	-1	4	-5	0.1	2
Cc1cc(=O)oc2cc(OCC(=O)N3C[C@H]4C[C@@H](C3)c3cccc(=O)n3C4)ccc12	12	1.0	-12	-1	5	9	.	0.1	1
O=C(N/N=C/c1c(O)n(Cc2ccc(F)cc2)c(=O)[nH]c1=O)c1ccccc1	-1	0.2	-4	3	0	4	-19	0.5	3
NS(=O)(=O)c1ccc(-c2ccc(C=C3C(=O)NC(=O)NC3=O)o2)cc1	-6	-0.5	-25	13	-6	27	.	0.1	1
COc1cccc(Oc2coc3cc(OC(=O)N(C)C)ccc3c2=O)c1	-9	1.6	-5	11	2	4	-3	0.8	6
CCC(C)N1C(=O)/C(=C\c2cc3c4c(c2)CCCN4CCC3)C(=O)NC1=S (stereo unspecified)	0	-1.9	-20	-12	-9	-1	-15	-0.3	1
C[C@]12CCC(=O)C[C@@H]1CC[C@@H]1[C@@H]2CC[C@@]2(C)[C@H]1CC[C@]2(C)O	-16	-0.2	-20	1	-2	2	.	-0.2	12
CC(=O)c1ccc(NC(=O)N2C[C@H]3C[C@@H](C2)c2cccc(=O)n2C3)cc1	1	-0.2	-22	6	-5	22	.	-1.1	2
COc1ccc(CCNCc2ccncc2)cc1	1	0.3	-1	2	0	9	1	1.6	1
C=CCn1c(O)c(C(C)=NCc2cc(OC)cc(OC)c2)c(=O)[nH]c1=O	-3	-1.4	1	7	-4	-6	0	-0.3	3
c1ccc2c(N3CCNCC3)nsc2c1	-21	0.8	6	-24	-5	12	-9	4.4	3
Cc1ccc(C)c(C2(O)CC(C)N(C)CC2C)c1 (stereo unspecified)	-46*	-0.1	-7	8	-5	1	-3	1.1	1
CCC(=NCc1cccnc1)c1c(O)n(-c2ccc(C)cc2)c(=O)[nH]c1=O	0	-0.2	3	-6	-3	1	2	0.0	2
CCOC(=O)C1(CCOc2ccccc2)CCN(Cc2cccc(O)c2)CC1	-11	1.0	29	-13	-2	23	-5	0.4	29
CCOc1ccccc1CN1C2CCC1CC(c1ccc(C)cc1)C2 (stereo unspecified)	-41*	-0.9	30	-22	-7	19	-5	-0.2	13
CCn1cc(C(=O)c2cccs2)c2ccccc21	4	.	.	-6	-2	-4	-7	-0.4	1
O=C1NC(c2cccnc2)Nc2sc3c(c21)CCCC3 (stereo unspecified)	-2	-1.6	-5	-5	2	-2	-9	-2.0	-1
CC(=O)N1CCCSC1=Nc1ccccc1	-4	1.9	-1	-3	2	5	-12	-0.3	2
O=C(COc1ccc(Cl)cc1)N(c1ccccc1Cl)C1CN2CCC1CC2 (stereo unspecified)	0	1.1	-11	-10	-15	1	-9	1.9	26
CCCCn1c(O)c(/C(C)=N/NC(=O)Nc2ccccc2)c(=O)[nH]c1=O	0	0.5	9	-7	-8	35*	7	0.1	0
Cc1[nH]c2ccccc2c1C(=O)C(=O)N1CCC2(CC1)OCCO2	1	0.7	5	-5	-2	2	-12	0.9	3
CC1CN(c2ccc([N+](=O)[O-])cc2Cl)CCN1 (stereo unspecified)	11	1.5	1	-6	-1	11	-6	0.4	6
CN(C)C(CNC(=O)Cc1c(Cl)cccc1Cl)c1ccccc1 (stereo unspecified)	6	0.1	12	-1	-4	-7	17	1.3	-1
C=CCN1C(=O)/C(=C/c2cc(C)n(-c3cccnc3)c2C)C(=O)NC1=S	2	0.4	-1	8	-3	-1	-2	0.2	3
C=C1C(=O)O[C@H]2[C@H]1[C@H](OC(=O)CC(=O)O[C@@H]1C[C@@H](C)[C@@H]3C=CC(=O)[C@@]3(C)[C@H]3OC(=O)C(=C)[C@H]13)C[C@@H](C)[C@H]1C=CC(=O)[C@]12C	6	.	.	-1	-1	2	.	-0.1	3
Cc1ccccc1-n1c(-c2ccco2)nc2ccccc2c1=O	10	0.5	-11	1	-4	1	-1	0.4	0
CN1CCN(C(=O)COc2ccc(N(C)S(=O)(=O)c3ccc(F)cc3)cc2)CC1	2	4.5	2	5	-5	-3	2	0.5	3
S=P(Nn1cnnc1)(c1ccccc1)c1ccccc1	1	0.4	-10	-5	-7	-6	6	0.4	3
CCCCn1nc(C)c(C(=O)O)c1Cl	-15	0.8	-5	-3	-1	-4	3	-0.6	2
Cn1c(O)c(C(=Nc2ccccc2)SCc2ccc(Cl)cc2)c(=O)n(C)c1=O	-3	0.2	-8	-4	-5	-6	0	1.2	6
O=C1N=c2ccccc2=C/C1=C\c1c(O)[nH]c(=S)[nH]c1=O	4	-0.2	2	-9	2	-1	1	0.0	1
COc1ccc(/C=C2\C(=O)NC(=O)N(CCC3=CCCCC3)C2=O)c(OC)c1	-8	-0.8	-1	6	11	-1	12	-0.3	6
CCCC(C)C1(CC)C(=O)NC(=Nc2ccccc2OC)NC1=O (stereo unspecified)	-1	-0.1	-19	-14	5	-3	-1	-0.8	2
CP(=O)(Nc1ccccc1)C(Cl)(Cl)Cl (stereo unspecified)	22	0.6	-14	3	0	3	2	1.6	-1
COc1cccc(NC2=NCCCS2)c1	2	0.5	-3	6	-3	3	5	-0.3	14
C=CCC1(Nc2ccccc2)CC(C)N(C)CC1C (stereo unspecified)	-4	2.3	-3	-4	6	2	-7	1.2	5
CN1C(=O)C(=Cc2ccc(-c3cccc(Cl)c3)o2)C(=O)N(C)C1=O	-9	0.4	-20	-23	5	15	.	-0.5	2
Cc1cccc(CS(=O)(=O)Cc2ccc(C(=O)N3CCC4(CC3)OCCO4)o2)c1	0	-0.9	40*	11	1	-1	0	-0.2	3
CCCCn1c(=O)c(C(=O)Nc2ccccc2Cl)c(O)c2ccccc21	2	-0.6	2	-4	-1	-5	-4	0.6	1
COC(=O)C1=C(c2ccc(F)cc2OCc2ccccc2)C[C@@H]2CC[C@H]1N2C(=O)NCc1ccc([N+](=O)[O-])cc1	-13	1.6	-4	12	5	-1	.	-0.2	0
CN1C(=O)NC(=O)/C(=C/c2ccc([N+](=O)[O-])o2)C1=O	10	-1.6	8	-1	0	-2	20	0.8	8
CCN(CC)C(=O)c1ccc(NC(=S)NC(=O)CCc2ccccc2)cc1	-14	-0.4	2	-3	-1	-4	5	-0.5	6
CCOC(=O)C1(Cc2ccc(Cl)cc2)CCN(C(C)CCn2cccn2)CC1 (stereo unspecified)	-3	73*	78*	-18	-3	1	11	1.8	7
O=C(Nc1ccccc1)N(Cc1ccc2c(c1)OCO2)C1CCN(Cc2ccccc2)CC1	10	1.9	.	-24	5	8	-25	3.0	21
CNC(=O)Oc1ccc(C(=O)N2c3ccccc3NC(=O)C2C)cc1 (stereo unspecified)	6	1.1	-10	0	-4	0	10	0.6	1

Some of these compounds in order of SMILES length, ascending.
SMILES	D1 antag	D2 ag	D2 antagonist	D2 potentiator	D1 PAM	TRHR enhancer	RXFP1 antagonist	TRHR agonist	D1 ag
COc1cccc(NC2=NCCCS2)c1	2	0.5	-3	6	-3	3	5	-0.3	14
CP(=O)(Nc1ccccc1)C(Cl)(Cl)Cl (stereo unspecified)	22	0.6	-14	3	0	3	2	1.6	-1
C=CCC1(Nc2ccccc2)CC(C)N(C)CC1C (stereo unspecified)	-4	2.3	-3	-4	6	2	-7	1.2	5
CCCC(C)C1(CC)C(=O)NC(=Nc2ccccc2OC)NC1=O (stereo unspecified)	-1	-0.1	-19	-14	5	-3	-1	-0.8	2
CNC(=O)Oc1ccc(C(=O)N2c3ccccc3NC(=O)C2C)cc1 (stereo unspecified)	6	1.1	-10	0	-4	0	10	0.6	1
CCCCn1c(=O)c(C(=O)Nc2ccccc2Cl)c(O)c2ccccc21	2	-0.6	2	-4	-1	-5	-4	0.6	1
CCN(CC)C(=O)c1ccc(NC(=S)NC(=O)CCc2ccccc2)cc1	-14	-0.4	2	-3	-1	-4	5	-0.5	6
CN1C(=O)NC(=O)/C(=C/c2ccc([N+](=O)[O-])o2)C1=O	10	-1.6	8	-1	0	-2	20	0.8	8
CN1C(=O)C(=Cc2ccc(-c3cccc(Cl)c3)o2)C(=O)N(C)C1=O	-9	0.4	-20	-23	5	15	.	-0.5	2
COc1ccc(/C=C2\C(=O)NC(=O)N(CCC3=CCCCC3)C2=O)c(OC)c1	-8	-0.8	-1	6	11	-1	12	-0.3	6
O=C(Nc1ccccc1)N(Cc1ccc2c(c1)OCO2)C1CCN(Cc2ccccc2)CC1	10	1.9	.	-24	5	8	-25	3.0	21
